MOR-DOR inv ag – mu-delta opioid heterodimer inverse agonism | P35372+P41143 | cell-based MOR-DOR heterodimer luminescence | AID 504357 | inhibition, % at 9.3 µM | actives 0.21% (n = 340,000); in the data active = inhibition above about 22%, passing the limit was not always enough;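 also: 0% = cells with DMSO and 100% = wells without cells with DMSO; values of inactives mirror those of a sister screen read the other way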
Target sequence (P35372 whole entry, looked up): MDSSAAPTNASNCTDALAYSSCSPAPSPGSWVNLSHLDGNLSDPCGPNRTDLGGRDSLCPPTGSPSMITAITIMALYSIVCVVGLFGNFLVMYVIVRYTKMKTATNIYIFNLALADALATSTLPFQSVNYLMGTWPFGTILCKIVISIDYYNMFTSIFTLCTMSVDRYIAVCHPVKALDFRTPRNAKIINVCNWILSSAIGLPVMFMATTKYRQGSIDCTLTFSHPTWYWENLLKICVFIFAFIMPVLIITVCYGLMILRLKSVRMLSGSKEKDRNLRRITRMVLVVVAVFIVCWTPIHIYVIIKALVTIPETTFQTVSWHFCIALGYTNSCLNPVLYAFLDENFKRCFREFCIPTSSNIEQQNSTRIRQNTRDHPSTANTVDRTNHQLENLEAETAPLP
Target sequence (P41143 whole entry, looked up): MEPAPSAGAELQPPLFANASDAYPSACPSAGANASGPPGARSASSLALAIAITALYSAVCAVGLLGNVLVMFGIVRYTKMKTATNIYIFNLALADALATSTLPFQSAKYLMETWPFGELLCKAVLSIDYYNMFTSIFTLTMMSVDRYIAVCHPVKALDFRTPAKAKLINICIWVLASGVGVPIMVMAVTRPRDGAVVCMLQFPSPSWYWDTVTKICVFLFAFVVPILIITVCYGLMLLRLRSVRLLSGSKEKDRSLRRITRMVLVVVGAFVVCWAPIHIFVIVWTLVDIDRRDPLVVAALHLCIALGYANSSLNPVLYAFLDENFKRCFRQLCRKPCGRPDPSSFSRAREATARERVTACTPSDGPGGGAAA
PfHsp90 yeast 2 – inhibits growth of yeast expressing Plasmodium falciparum Hsp90. S. cerevisiae expressing PfHsp90, BacTiter-Glo ATP, 48 h; yeast lacking PDR1 and PDR3 efflux regulators. inhibition, % at 9.4 µM. actives 0.32% (n = 310,000);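 active = every replicate shows inhibition above about 80%, whatever the replicate mean, limit read from the data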;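 also: 0% = DMSO neutral controls and 100% = 20 µM radicicol positive controls; yeast relying on Plasmodium falciparum Hsp90 in place of its own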
Mot1-301 SUMO – blocks SUMOylation pathway, rescuing yeast Mot1-301 growth | S. cerevisiae Mot1-301 growth rescue, ATP luminescence, 38.5C; percent above DMSO median, 100 means doubled | growth rescue, % at 18.8 µM | actives 1% (n = 320,000);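 active = every valid replicate shows activation above 250% relative to neutral control wells; inactive = the rest, any valid replicate at or below 250%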;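 also: OY570 slx delta 5 strain wells were the positive control but not used for scaling; some compounds called inactive have numbers as strong as hits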
MOR-DOR ag – agonists of human mu-delta opioid receptor heterodimerization; activation, % at 9.3 µM; cells, OPRM1-OPRD1 heterodimerization, luminescence; actives 0.3% (n = 340,000); in the data active = activation above about 18%;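 also: 0% = vehicle-treated cells and 100% = reference agonist; values of inactives mirror those of a sister screen read the other way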
AddAB inh – less growth of phage-infected E. coli with AddAB. E. coli expressing H. pylori AddAB, absorbance growth. inhibition, % at 11.9 µM. actives 0.29% (n = 330,000); in the data active = inhibition above about 12%;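 also: 0% = vehicle wells of infected cells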
HTR5A ag – counter-screen for OPRM1-OPRD1 agonists: human HTR5A agonism; actives 0.61% (n = 340,000); P47898; activation, % at 9.3 µM; HTR5A agonist assay, luminescence, cell-based; in the data active = activation mostly above about 9.5%, no sharp cut-off; inactive = mostly below about 7.6%;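 also: 0% = cells with vehicle only and 100% = reference agonist; strong numbers were not always called active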
PKA-R1A act – activators of PKA-R1A complex. PKA-R1A dissociation, Cy5-IP20 fluorescence polarization; scaled: DMSO 0%, 113 µM cGMP 100%. activation, % at 11.4 µM. actives 0.083% (n = 340,000);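 active = percent activation above the mean of all tested compounds plus 3 SD, cut at about 19% in these data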;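 also: higher means more PKAc released from R1A so a rise in polarization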
phage Ecoli inh – E. coli growth loss with phage present; inhibition, % at 11.9 µM; actives 0.26% (n = 360,000); growth absorbance; in the data active = inhibition above about 11%
DSG3 Ab inh – human desmoglein-3 autoantibody binding inhibition | P32926 | DSG3-coupled beads, scFv-anti-DSG3-GFP binding, flow cytometry; hits give low values | binding (percent of control), % at 10 µM | actives 0.48% (n = 310,000);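 active = binding more than 3 SD below its plate's average and above zero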;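 also: hits lower antibody fragment binding to DSG3; some compounds called inactive have numbers as strong as hits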
E coli growth – counter-screen for AddAB inhibitors: E. coli growth inhibition | E. coli V3065 growth, OD600 absorbance, 18 h | inhibition, % at 11.9 µM | actives 0.27% (n = 330,000) | AID 449728;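 active = inhibition above the campaign's mean inhibition across all tested compounds plus 3 SD, cut at about 9.9% in these data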;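 also: uninfected addAB+ strain grown without phage in ampicillin broth; 0% = DMSO wells and 100% = ciprofloxacin 0.95 µg/ml wells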
HTR5A inv ag – counter-screen for OPRM1-OPRD1 inverse agonists: human HTR5A inverse agonism; inhibition, % at 9.3 µM; actives 0.083% (n = 340,000); AID 504634; HTR5A cell line, luminescence; in the data active = inhibition mostly above about 23%, no sharp cut-off; inactive = mostly below about 18%;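 also: 0% = cells with DMSO and 100% = no-cell wells with DMSO; some compounds called inactive have numbers as strong as hits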
The depositor's hits bear a star; / = not tested or not shown.

Sequence of screens: MOR-DOR inv ag, PfHsp90 yeast 2, Mot1-301 SUMO, MOR-DOR ag, AddAB inh, HTR5A ag, PKA-R1A act, phage Ecoli inh, DSG3 Ab inh, E coli growth, HTR5A inv ag
Cc1ccccc1OCc1nnc(SCC(=O)N2c3ccccc3Sc3ccc(Cl)cc32)o1
→ 14, 21, 21, -2.6, 2.1, 2, 1, 0.6, 99, 3.2, -5
Cc1ccccc1OCC(=O)Nc1ccc(N2CCN(C(=O)c3ccco3)CC2)cc1
→ 9, -1, -22, -1.7, 1.8, 4, 5, 3.6, 99, 1.3, -12
CCCCNC(=O)[C@H](Cc1c[nH]c2ccccc12)NC(=O)c1ccccc1Cl
→ 3, 6, 418, -0.6, -2.1, -1, 4, 2.7, 99, -0.3, 2
Cn1cc(CN2C[C@]3(C)C[C@H]2CC(C)(C)C3)c(-c2ccc3c(c2)OCCO3)n1
→ -2, -38, 2, 0.4, 1.9, -3, 11, 4.7, 103, -0.4, 9
CCOC(=O)c1cc(CC)sc1NC(=O)c1ccc(N2CCOCC2)c([N+](=O)[O-])c1
→ 6, 10, 6, -1.1, 0.9, 0, -7, /, 99, 0.3, 6
O=C(CCn1c(=S)[nH]c2ccccc2c1=O)NCC1CCCO1 (stereo unspecified)
→ 2, -23, 2, -0.4, 1.1, 3, 7, /, /, 0.6, 23
COC(=O)c1sccc1-n1cc(C#N)c(=O)n(C)c1=O
→ 2, 7, 64, -0.3, 0.4, 4, -3, -0.2, 117, -0.9, 11
COc1cc(NC(=O)c2cc3cccc(OC)c3o2)cc(C(=O)Nc2cccc(C(F)(F)F)c2)c1
→ -15, -20, -1, 2.7, -0.8, 8, -1, 1.1, 98, 0.8, -24
COC(=O)c1cc(S(=O)(=O)NCc2ccccc2OC)cn1C
→ -1, 3, 25, 0.2, 3.7, 0, -5, -0.6, 102, 0.2, -7
COc1ccccc1OCc1nnc(SCC(=O)N2CCCCC2)n1-c1ccccc1
→ 6, 2, -6, -1.1, 0.4, 1, 1, 4.3, 100, -0.4, -19
COc1cc(-c2nnc(COC(=O)CSc3cc(C)c4ccccc4n3)o2)cc(OC)c1OC
→ 11, 63, 2, -1.8, 1.7, 5, -4, 1.2, /, -0.2, -13
O=C1OC(c2ccc3ccccc3c2O)(c2ccc3ccccc3c2O)c2ccccc21
→ -45, /, /, 8.6, /, 3, -1, 2.4, 100, /, -9
Cc1onc(-c2ccccc2)c1C(=O)NNC(=O)c1ccccc1Br
→ -2, -3, -2, 0.5, 0.9, -3, 12, 2.0, /, -1.7, 8
OCCN(CC#CC(O)(c1ccccc1)c1ccccc1)CCO
→ 2, 4, -1, -0.4, 2.5, -7, 10, 0.9, /, 1.0, 19
CCCn1c2ccccc2c2cnn(CC(=O)NCCOC)c(=O)c21
→ 18, -6, 279, -3.5, /, 3, 5, -0.7, 95, /, -11
CC1CCCCN1S(=O)(=O)c1ccc(C(=O)N(CCCN(C)C)c2nc3ccc(Br)cc3s2)cc1 (stereo unspecified)
→ -27, -1, -42, 5.0, -0.8, 2, -7, -1.0, 127, -0.7, -21
C[C@@]12CCC=C[C@H]1[C@H](c1ccc(C(F)(F)F)cc1)N(Cc1ccccc1)C2=O
→ -7, /, 8, 1.3, -2.6, 13*, 1, 2.5, 102, -1.4, -2
CCOC(=O)N1CCC(NS(=O)(=O)c2ccc3c(c2)C(C)(C)C(=O)N3C)CC1
→ -6, 65, -6, 1.0, 2.0, -4, 2, 3.8, /, 1.4, 1
CCC(CC)C(=O)Nc1c2cnn(-c3ccccc3)c2nc(=O)n1-c1ccccc1
→ 4, -5, 253, -0.8, 2.9, 0, -5, 1.1, 103, 1.5, -19
Cc1cc2cc(CN(Cc3cccs3)Cc3nnnn3CC3CCCO3)c(=O)[nH]c2cc1C (stereo unspecified)
→ -10, -8, -4, 1.6, -0.1, -7, 0, -2.0, 100, -2.3, 18
CN1CCN(S(=O)(=O)c2ccc(N(C)Cc3ccc(C(F)(F)F)cc3)c([N+](=O)[O-])c2)CC1
→ -12, 11, -11, 3.0, 1.3, -2, 0, 1.9, 101, -1.2, 5
Cc1c(NC(=O)C(=O)/C=C(/O)c2ccccc2)c(=O)n(-c2ccccc2)n1C
→ 8, -5, 5, -1.5, 2.8, -1, -9, 2.6, 113, 2.7, 20
CCN1CCc2nc3sc(C(=O)Nc4cccnc4Cl)c(N)c3cc2C1
→ 1, 8, /, -0.2, 3.7, -1, 0, 0.2, /, -1.0, 10
Cc1nc(NCc2ccco2)c(C#N)c2c1COC(C)(C)C2
→ -8, 17, -9, 1.3, -0.1, 7, -23, -1.0, 100, -0.1, 21
O=S(=O)(c1ccccc1)N1CCN(CCO)CC1
→ 15, -14, 16, -3.2, 2.5, 4, -6, 3.1, 94, 1.9, -14
Cc1cc2c(SCC(=O)NC3CCCC3)ncnc2s1
→ 4, -97, 235, -0.5, 0.7, 0, -3, 0.8, 105, -2.4, 0
CC(=O)c1cccc(NC(=O)Nc2csc3c2CCCC3)c1
→ -10, 9, 94, 2.0, 4.9, -1, -7, 4.6, 103, 3.7, 23
Cc1ccc(N(CC(=O)NC2CCCC2)C(=O)c2ccc(C)s2)cc1
→ 11, 8, 115, -2.2, -1.4, 7, -5, 2.6, 98, -0.2, 8
CC(=O)c1cccc(NC(=O)C2(c3ccccc3)CC2(Cl)Cl)c1 (stereo unspecified)
→ -2, /, -12, 0.3, 1.1, -1, -10, 2.5, 87, -0.8, 5
COC(=O)c1cc2ccccc2oc1=O
→ 17, 19, 0, -2.7, 1.1, 2, -1, 0.0, /, 0.1, 14

Some of the entries so far, in markdown:
| SMILES | MOR-DOR inv ag | PfHsp90 yeast 2 | Mot1-301 SUMO | MOR-DOR ag | AddAB inh | HTR5A ag | PKA-R1A act | phage Ecoli inh | DSG3 Ab inh | E coli growth | HTR5A inv ag |
| --- | --- | --- | --- | --- | --- | --- | --- | --- | --- | --- | --- |
| CCN1CCc2nc3sc(C(=O)Nc4cccnc4Cl)c(N)c3cc2C1 | 1 | 8 | / | -0.2 | 3.7 | -1 | 0 | 0.2 | / | -1.0 | 10 |
| Cc1nc(NCc2ccco2)c(C#N)c2c1COC(C)(C)C2 | -8 | 17 | -9 | 1.3 | -0.1 | 7 | -23 | -1.0 | 100 | -0.1 | 21 |
| O=S(=O)(c1ccccc1)N1CCN(CCO)CC1 | 15 | -14 | 16 | -3.2 | 2.5 | 4 | -6 | 3.1 | 94 | 1.9 | -14 |
| Cc1cc2c(SCC(=O)NC3CCCC3)ncnc2s1 | 4 | -97 | 235 | -0.5 | 0.7 | 0 | -3 | 0.8 | 105 | -2.4 | 0 |
| CC(=O)c1cccc(NC(=O)Nc2csc3c2CCCC3)c1 | -10 | 9 | 94 | 2.0 | 4.9 | -1 | -7 | 4.6 | 103 | 3.7 | 23 |
| Cc1ccc(N(CC(=O)NC2CCCC2)C(=O)c2ccc(C)s2)cc1 | 11 | 8 | 115 | -2.2 | -1.4 | 7 | -5 | 2.6 | 98 | -0.2 | 8 |
| CC(=O)c1cccc(NC(=O)C2(c3ccccc3)CC2(Cl)Cl)c1 (stereo unspecified) | -2 | / | -12 | 0.3 | 1.1 | -1 | -10 | 2.5 | 87 | -0.8 | 5 |
| COC(=O)c1cc2ccccc2oc1=O | 17 | 19 | 0 | -2.7 | 1.1 | 2 | -1 | 0.0 | / | 0.1 | 14 |

Remaining list, next part:
Sequence of screens: MOR-DOR inv ag, PfHsp90 yeast 2, Mot1-301 SUMO, MOR-DOR ag, AddAB inh, HTR5A ag, PKA-R1A act, phage Ecoli inh, DSG3 Ab inh, E coli growth, HTR5A inv ag
O=C(Nc1ccccn1)c1onc2c1CCCC2
→ 21, 0, -2, -4.1, 2.9, 1, -7, 3.1, 84, -0.3, 4
CCn1c2ccccc2c2cc(CN3CCN(Cc4cc(OC)ccc4O)CC3)ccc21
→ -14, -11, -18, 2.0, 1.2, 1, 2, 0.2, 91, 0.3, -3
CC[C@@H](C)[C@H](NS(=O)(=O)c1ccc(C)cc1)C(=O)N1CCC(C(=O)NCC(=O)O)CC1
→ 20, -3, 103, -4.0, -3.0, -6, 2, 0.6, 99, 0.3, 16
O=C(CSc1ccc(Cl)cc1)NN=C1CCCCCC1
→ -11, 7, 20, 2.2, 3.1, 12*, -1, 2.7, 110, -1.8, 12
CCC(CC)CN1CCN=C1N(C)C
→ 1, 7, -21, -0.3, 1.9, 0, 2, 0.2, 100, 0.0, -13
COCCn1c(C)cc(C(=O)COC(=O)c2cc3c(s2)CCC3)c1C
→ 3, -2, 2, -0.6, 1.6, 1, -2, 1.2, 95, -0.4, 7
CC(=O)c1cccc(NC(=O)CCC(=O)Oc2ccc(C)cc2)c1
→ 9, 4, 2, -1.6, 0.1, 4, 0, 0.4, 89, -3.6, -14
CCC(NC(=O)N(Cc1ccccc1)Cc1ccc2c(c1)OCO2)(C(F)(F)F)C(F)(F)F
→ 9, 12, 13, -2.1, 2.2, 7, -4, 3.4, 103, 1.9, -19
COc1ccccc1NC(=O)CSCc1nc2ccccc2[nH]1
→ 7, 11, 18, -1.1, 0.7, 0, 3, 0.5, 97, 0.3, 0
COCCCNC(=O)c1ccccc1NS(=O)(=O)c1ccc(C)cc1
→ 11, 2, 6, -2.0, 2.1, 1, -2, 3.5, 102, -1.4, -4
COC(=O)Cc1ccc(NC(=S)N2CCN(C)CC2)cc1
→ 22, 15, -6, -4.4, -0.7, -2, 2, 2.6, 86, -0.1, 16
COc1cccc(NC(=O)C(=O)NCC(c2ccco2)N2CCc3ccccc3C2)c1 (stereo unspecified)
→ 9, -28, -3, -1.4, -0.1, 7, 6, 2.4, 97, 0.1, -4
COc1ccc(Nc2nc(N3CCCC3)c3ccccc3n2)cc1
→ -22, -12, 2, 4.3, 1.2, 5, -6, 3.2, 84, 1.6, -12
CN(CC(=O)NCc1ccco1)S(=O)(=O)c1ccc2c(c1)n(C)c(=O)c(=O)n2C
→ 9, 13, 18, -1.7, 1.8, 1, -4, 1.2, 95, 0.2, -4
Cc1ccnc(NS(=O)(=O)c2ccc(NC(=O)c3ccc(S(=O)(=O)N(C)C)cc3)cc2)n1
→ -3, /, -9, 0.4, 3.2, -2, -3, 0.9, 85, 0.1, 5
CC(NCc1ccc(S(N)(=O)=O)cc1)C(=O)N1c2ccccc2CC1C (stereo unspecified)
→ 16, 15, 14, -3.2, -0.8, -4, 1, -4.4, 85, 0.2, -8
CNC(=S)N/N=C(\C)c1ccc(C(C)(C)C)cc1
→ -3, 3, 4, 0.7, -1.0, 8, -1, 3.4, 119, -2.3, 1
O=C(CCc1ccccc1)NC(=S)Nc1ccccc1Br
→ -55, -30, 15, 12, -0.8, -2, -10, 3.0, 101, 1.4, 7
O=C(NNc1ncnc2c1cnn2-c1cccc(Cl)c1)c1ccco1
→ 2, -11, 7, -0.6, -1.3, 10, 5, -3.4, 114, -2.2, -25
CC(C)[C@H](N)c1nnc2n1N=C(c1ccc(Cl)cc1)CS2
→ 3, -7, -4, -0.7, 2.4, 1, -12, 3.2, 101, 2.3, -3
CCSc1cc(C)nc2ncnn12
→ 7, -17, 0, -1.2, -2.9, 0, 2, 2.2, 102, 0.5, -22

Assay outcomes as filed in PubChem BioAssay.
